Assay outcomes (PubChem BioAssay)
PPARg SRC-3 ag: promotes SRC-3 coactivator recruitment by human PPARgamma; biochemical PPARgamma/SRC-3 coactivator recruitment assay; activation, % at 8 µM; hit rate 0.26% among 200,000; in the data active = activation above about 23%;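 note: 0% = DMSO and 100% = reference agonist; some compounds past the cut are filed as inactive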
ROMK mod: human ROMK K+ channel modulation, primary screen; hit rate 2% among 130,000; B-score at 10 µM; Tet-inducible ROMK, thallium flux fluorescence; actives lie on both sides;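 active = signal ratio slope over the read window, or its plate-corrected B-score, at least 3 SD from the plate mean, either direction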;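 note: B-score of the F/F0 ratio slope over 7 to 12 s after thallium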
TR-FRET SRC-2 ct: counter-screen for PPARgamma SRC-2 recruitment agonists: TR-FRET artefact. hit rate 0.4% among 200,000. AID 1049. TR-FRET ratio at 8 µM. hits give high values; in the data active = TR-FRET ratio above about 2000; note: inactives centre near 1500; reference of the scale not given here
PPARg SRC1 recr: promotes SRC-1 coactivator recruitment by human PPARgamma | AID 631 | PPARgamma-SRC-1 coactivator recruitment biochemical assay | hit rate 0.41% among 200,000 | activation, % at 8 µM; in the data active = activation above about 19%;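 note: 0% = DMSO and 100% = reference agonist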
bIAP act: increases bovine intestinal alkaline phosphatase activity; activation factor at 20 µM; hit rate 0.17% among 200,000; purified bovine IAP, CDP-star luminescence, 30 min; hits give high values; fold of DMSO-control signal, blank-subtracted;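 active = activation factor of 2 or more at 20 µM, a signal rise over negative controls twice the positive control's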
PPARg SRC2 recr: PPARgamma-driven SRC-2 recruitment agonism; hit rate 0.34% among 200,000; PPARgamma LBD-SRC-2 recruitment, biochemical; activation, % at 8 µM; AID 1032; P37231; in the data active = activation above about 22%;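 note: 0% = vehicle and 100% = reference agonist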
bIAP inhibitor: blocks bovine intestinal alkaline phosphatase activity. purified bovine IAP, CDP-star luminescence, 30 min. 190,000 tested, under 10 active. inhibition, % at 20 µM;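 active = over 50% inhibition of intestinal alkaline phosphatase at 20 µM in the single-dose screen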
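System: purified bovine intestinal alkaline phosphatase (IAP) enzyme; Input: IAP diluted 1/65,000,000 in the well; Measured by: CDP-star luminescence signal; Compound dosing: 20 µM single dose; Incubation: 30 min reaction at room temperature.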
S1P3 antag: blocks the human S1P3 receptor. hit rate 0.27% among 170,000. Q99500. CHO S1P3 NFAT-BLA reporter, FRET fluorescence, antagonist mode. AID 485. inhibition, % at 4.98 µM;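 active = inhibition above the plate cutoff, the mean inhibition of test wells on that plate plus 3 SD, cut at about 28% in these data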;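 note: cells challenged with S1P at its EC80 of 0.8 µM; blue over green emission ratio from cleaved BLA substrate after 4 h stimulation; 0% = S1P-stimulated wells and 100% = unstimulated DMSO-only wells; some compounds past the cut are filed as inactive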
Redox H2O2 prof: compounds producing H2O2 with reducing agent – biochemical, NIH compound library profiling, artefact control for MLSCN library redox annotation, primary screen; DTT-dependent redox cycling H2O2, phenol red/HRP absorbance; 100% = 100 µM peroxide control, 0% = buffer; activation, % at 10 µM; hit rate 0.03% among 200,000; AID 878;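 active = activation of at least 50% relative to the plate's high and low controls in the primary single-dose screen; inactive = activation below 50%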;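 note: compound incubated with DTT at 0.8 mM final as the reducing agent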
L major viab: reduces viability of Leishmania major promastigotes; hit rate 9% among 200,000; resazurin fluorescence viability; inhibition, % at 10 µM; in the data active = inhibition above about 50%;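 note: promastigotes grown with compound for 44 hours at 28 °C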
TLR4-MyD88 BLA: blocks binding of human TLR4 to MyD88 | O00206+Q99836 | hit rate 0.18% among 200,000 | inhibition, % at 8.4 µM | AID 861 | HeLa CL3-4 TLR4/MyD88 BLA complementation, FRET ratio; in the data active = inhibition above about 25%;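 note: 0% = vehicle and 100% = reference inhibitor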
Target sequence (O00206 whole entry, looked up): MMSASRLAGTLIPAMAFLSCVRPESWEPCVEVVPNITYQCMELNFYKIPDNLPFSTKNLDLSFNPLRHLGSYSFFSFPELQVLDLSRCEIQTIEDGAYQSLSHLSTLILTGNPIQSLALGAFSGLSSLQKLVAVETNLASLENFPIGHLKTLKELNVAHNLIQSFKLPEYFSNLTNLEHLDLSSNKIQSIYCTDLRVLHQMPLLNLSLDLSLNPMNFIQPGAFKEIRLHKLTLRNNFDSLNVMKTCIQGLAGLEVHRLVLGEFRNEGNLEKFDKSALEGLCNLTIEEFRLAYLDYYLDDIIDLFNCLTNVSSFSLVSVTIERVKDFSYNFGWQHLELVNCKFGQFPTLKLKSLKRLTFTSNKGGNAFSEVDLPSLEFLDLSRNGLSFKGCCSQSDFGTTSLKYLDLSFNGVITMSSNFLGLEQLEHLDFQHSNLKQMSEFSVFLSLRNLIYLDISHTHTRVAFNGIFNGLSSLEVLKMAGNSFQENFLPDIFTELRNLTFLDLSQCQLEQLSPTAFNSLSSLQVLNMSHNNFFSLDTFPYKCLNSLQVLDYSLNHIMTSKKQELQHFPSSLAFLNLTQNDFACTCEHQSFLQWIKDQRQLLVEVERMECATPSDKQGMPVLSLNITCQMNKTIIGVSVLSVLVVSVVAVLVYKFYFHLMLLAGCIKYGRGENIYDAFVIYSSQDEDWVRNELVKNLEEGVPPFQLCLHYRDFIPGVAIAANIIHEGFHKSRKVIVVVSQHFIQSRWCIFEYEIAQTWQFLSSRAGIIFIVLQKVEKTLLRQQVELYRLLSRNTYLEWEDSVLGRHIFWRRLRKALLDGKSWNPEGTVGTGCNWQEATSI
Target sequence (Q99836 whole entry, looked up): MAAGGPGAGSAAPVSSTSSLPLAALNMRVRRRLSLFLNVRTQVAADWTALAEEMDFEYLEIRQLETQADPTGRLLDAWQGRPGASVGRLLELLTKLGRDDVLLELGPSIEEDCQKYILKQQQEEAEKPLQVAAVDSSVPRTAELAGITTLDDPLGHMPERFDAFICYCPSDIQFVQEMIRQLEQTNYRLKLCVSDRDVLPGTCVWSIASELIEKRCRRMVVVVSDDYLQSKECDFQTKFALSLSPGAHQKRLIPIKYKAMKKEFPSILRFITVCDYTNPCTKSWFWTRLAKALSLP
Numbers without * were called inactive; / = no result given.

SMILES | PPARg SRC-3 ag | ROMK mod | TR-FRET SRC-2 ct | PPARg SRC1 recr | bIAP act | PPARg SRC2 recr | bIAP inhibitor | S1P3 antag | Redox H2O2 prof | L major viab | TLR4-MyD88 BLA
O=C(CCCOc1ccc(Cl)cc1)Nc1ccc(N2CCOCC2)cc1 | 3.4 | -0.0224 | 1326 | -3.5 | 1.1 | -1.5 | -13.7 | -25.5 | -0.5 | -3.3 | -12.3
N#C/C(=C/c1cccc(C(F)(F)F)c1)c1nc(CCN2C(=O)c3ccccc3C2=O)cs1 | 0.7 | / | 1646 | 3.9 | 1 | 3.3 | 3.3 | / | 1.3 | -6.6 | -1.3
N=C1C(c2ccccc2)=C(O)CN1c1ccc2c(c1)OCO2 | 4.0 | / | 1553 | 1.9 | 1 | 9.8 | 0.4 | -17.6 | -0.9 | -4.0 | -2.3
O=C(OCc1ccco1)c1cccnc1 | 2.2 | / | 1551 | 3.5 | 0.9 | 3.3 | 8.6 | 0.7 | -0.2 | 7.3 | 2.8
CCc1ccc(NC(=O)c2ccc(F)c(S(=O)(=O)N(CC)c3ccccc3)c2)cc1 | -5.3 | / | 1388 | -2.3 | 0.9 | -1.2 | 6.5 | 1.1 | 0.2 | -5.5 | -4.1
O=C(CN1CCN(c2ccccc2O)CC1)Nc1ccc2c(c1)CCC2 | 2.5 | / | 1585 | 0.5 | 1.2 | -4.0 | -22.2 | -6.0 | 0.6 | -4.7 | -7.3
O=C(CSc1c[nH]c2ccccc12)NCC1CCCO1 (stereo not given) | 0.4 | / | 1478 | -6.3 | 1 | 5.4 | 2.8 | / | -1.8 | -3.0 | 0.8
CCOC(=O)c1cnn(-c2nc(OC)cc(OC)n2)c1C(F)(F)F | 0.7 | / | 1523 | 8.3 | 1 | 6.2 | -0.4 | 0.7 | 0.0 | -8.7 | -14.9
Cc1nc(COC(=O)c2ccc(CO)cc2)cs1 | -3.0 | 0.458 | 1432 | -3.2 | 0.9 | 2.8 | 10.1 | -20.6 | 1.5 | -4.9 | 4.7
CC(C)(C(=O)Nc1nccs1)c1ccccc1 | 1.0 | -1.61 | 1639 | 1.8 | 1.1 | -1.9 | -12.4 | -1.2 | -0.4 | 8.1 | -8.4
Cc1cc(C)cc(OCc2nnc(SCC(=O)c3ccccc3)o2)c1 | 8.5 | / | 1443 | 4.2 | 0.9 | -4.4 | 9.9 | 0.9 | 0.1 | -6.5 | -3.4
O=C(O)/C=C\C(=O)Nc1ccccc1F | 1.9 | / | 1730 | -2.2 | 1 | -2.0 | 1.5 | -5.9 | 0.4 | -6.6 | -3.4
COc1cccc2[nH]c3c(N4CCCC(C)C4)ncnc3c12 (stereo not given) | -12.7 | -0.912 | 1443 | 3.2 | 0.8 | 0.6 | 15.0 | 30.9 | 0.4 | 99.1* | 1.7
CCOc1ccc2c(c1)c1nnc(SCC(=O)N3CCC(C)CC3)nc1n2C | 17.1 | -1.17 | 1559 | 4.4 | 1.1 | -0.5 | -5.4 | -8.8 | 0.4 | 14.2 | -12.1
Cc1c2c(nc3nc4ccccc4n13)CCCC2=O | -4.5 | / | 1751 | 0.4 | 1 | 4.8 | -2.5 | -6.6 | -0.6 | -1.1 | 12.6
Cc1csc(SCCN2C(=O)c3ccccc3C2=O)n1 | -11.9 | / | 1440 | -3.4 | 0.9 | 9.8 | 11.6 | 7.3 | 3.0 | -8.1 | -0.5
CN(C)C(=O)c1ccc(NC(=O)CSc2nc3ccccc3[nH]2)cc1 | 8.1 | -0.108 | 1745 | 7.4 | 1.1 | 11.2 | -8.0 | -5.0 | -0.8 | -6.5 | -11.1
CS(=O)(=O)c1ccc(-c2nnn(CC(N)=O)n2)cc1 | 1.5 | 0.464 | 1747 | 3.6 | 1.1 | 8.8 | -8.9 | -18.9 | -0.7 | -4.3 | 3.0
COc1cc(/C=C2\SC(=Nc3ccccc3)N(CCc3c[nH]c4ccccc34)C2=O)ccc1OC(C)C(=O)O (stereo not given) | 0.8 | / | 1461 | -2.3 | 1 | 0.6 | 4.7 | 7.2 | 0.3 | -7.4 | -3.1
S=C(NCc1ccncc1)Nc1ccc(Cl)cc1Cl | -6.4 | / | 1563 | -1.5 | 0.9 | 1.4 | 6.0 | 3.4 | -0.4 | 5.7 | 1.3
COc1ccc(Br)cc1CNC(=O)CCCc1cn(C)c2ccccc12 | 7.6 | -0.0405 | 1742 | 6.4 | 0.9 | 4.5 | 12.4 | -4.3 | 0.7 | -2.4 | -5.0
O=C(CCCc1ccccc1)NCCC1=CCCCC1 | 1.2 | -0.738 | 1557 | -1.8 | 1 | -9.3 | 4.8 | -5.4 | -1.2 | 1.4 | -5.1
Cn1c(=O)[nH]c(=O)c2c1nc(Br)n2CC(O)COc1ccccc1 (stereo not given) | 2.4 | -0.089 | 1508 | -0.9 | 0.9 | 1.5 | 8.1 | / | -1.6 | -4.6 | 8.1
CCS(=O)(=O)N1Cc2ccccc2CC1C(=O)N1CCN(c2ccccc2)CC1 (stereo not given) | 4.8 | / | 1617 | 0.4 | 0.9 | 3.6 | 6.3 | -13.7 | 2.4 | 1.0 | 2.9
CCCCOc1ccccc1C1NC(=O)NC(C)=C1C(=O)OCCOC (stereo not given) | 7.7 | -0.541 | 1486 | 3.5 | / | 2.6 | / | -7.1 | -0.5 | 5.5 | -0.4
O=C(OCCN=C1NS(=O)(=O)c2ccccc21)c1ccccc1 | -4.1 | 0.345 | 1492 | 1.5 | 0.8 | 5.0 | 23.8 | / | 0.0 | -0.7 | 5.3
O=C(NCCCN1CCN(Cc2ccccc2Cl)CC1)Nc1ccccc1 | 3.4 | / | 1537 | 1.0 | 1.5 | 3.8 | -48.0 | 5.0 | 2.4 | 4.9 | 5.8
O=C(CCc1nc2ccccc2s1)OCC(=O)N1CCN(C(=O)c2ccco2)CC1 | -1.0 | / | 1538 | 8.1 | 0.9 | 3.3 | 7.7 | -17.3 | 0.9 | -0.8 | -2.0
O=C(Nc1ccc([N+](=O)[O-])cc1)/C(=C/c1cccc([N+](=O)[O-])c1)NC(=O)C1CCCCC1 | 8.4 | / | 1705 | -0.7 | 1 | 24.5* | -4.5 | / | 2.2 | 20.7 | 2.0
Cc1cccc2cc(CN(CCN(C)C)C(=S)NCc3ccco3)c(=O)[nH]c12 | -3.0 | / | 1544 | 1.9 | 0.9 | 7.4 | 7.7 | -16.7 | 0.2 | 10.0 | -3.2
CNS(=O)(=O)c1cccc(C(=O)OCC(=O)Nc2ccc(OC)cc2[N+](=O)[O-])c1 | -12.0 | -0.0627 | 1326 | -2.0 | 1 | -3.2 | 1.5 | -6.8 | -1.7 | -2.5 | -11.5
C=C(C)Cn1c(N(CCO)Cc2ccccc2)nc2c1c(=O)[nH]c(=O)n2C | 1.7 | / | 1673 | 1.3 | 0.9 | 5.5 | 12.6 | / | 0.1 | -8.0 | -0.6
COc1cc2c(cc1NC(=O)COC(=O)[C@@H](NC(=O)c1ccccc1F)C(C)C)oc1ccccc12 | 5.6 | / | 1762 | 13.1 | 0.9 | 9.6 | 13.2 | -15.8 | -0.1 | 1.5 | 3.5
COc1cc(/C=N/n2c(C)n[nH]c2=S)ccc1OCc1ccccc1 | 1.1 | / | 1540 | -2.9 | 1 | -2.1 | 2.2 | -6.0 | / | 36.4 | 2.3
COc1ccc(C2CC2/C(C)=N/OC(=O)c2ccc(F)cc2)cc1 (stereo not given) | 2.7 | -0.943 | 1709 | 7.9 | 1 | 8.8 | 2.3 | -20.3 | -1.8 | -11.4 | 3.6
CCC(C)OC(=O)c1cc(C)nc2c(Br)cc(Br)cc12 (stereo not given) | -2.3 | / | 1410 | 7.6 | 0.9 | -1.6 | 7.5 | / | 3.7 | 2.6 | -10.8
NC(=O)c1c(NC(=O)C2c3ccccc3Oc3ccccc32)sc2c1CCCCC2 | 4.1 | -0.0046 | 1612 | 1.9 | 0.9 | 8.8 | 10.8 | -2.7 | -0.1 | -3.8 | -3.8
O=C(Nc1c(Cl)cc(Cl)cc1C(=O)NCC1CCCO1)c1ccco1 (stereo not given) | 0.2 | 0.248 | 1348 | -3.4 | 1 | -3.6 | -0.4 | 15.0 | -0.6 | 0.2 | 3.3
COc1ccc(-n2nc(C(=O)NCc3ccco3)c3ccccc3c2=O)cc1 | 15.6 | 1.01 | 1504 | -0.2 | 1 | -1.2 | 0.6 | / | 0.8 | -6.5 | 9.0
Cc1cccc(/C=N/NC(=O)CN2CCCCCCC2)c1 | 1.6 | 0.0321 | 1511 | 0.4 | 1.5 | 7.4 | -47.8 | 17.4 | 0.0 | -3.3 | -11.2
N#Cc1ccsc1NC(=O)CN1CCN(S(=O)(=O)c2ccccc2C(F)(F)F)CC1 | 0.2 | / | 1531 | 6.3 | 0.9 | 2.7 | 13.1 | 8.1 | 8.0 | 3.2 | -7.2
CCOC(=O)c1cc(-c2ccco2)nc2c1c(C)nn2-c1cccc(Cl)c1 | -6.5 | / | 1476 | 3.6 | 1 | 8.0 | 3.3 | / | 1.3 | -4.5 | -9.3
COc1cc(C2C(C#N)=C(N)Oc3cc(C)n(CCN4CCOCC4)c(=O)c32)cc(OC)c1OC (stereo not given) | -1.8 | 0.873 | 1487 | 4.6 | 0.8 | -1.2 | 21.1 | / | -0.6 | -7.1 | 7.4
CC(=O)Nc1cccc(NC(=O)Nc2ccc(C)c(Cl)c2)c1 | 3.3 | -0.181 | 1509 | 2.5 | 1 | 3.3 | -2.3 | -22.3 | -0.2 | -0.4 | 11.3
COc1cc(OC)c(C2CC(=O)N3CN(c4ccccc4C)CSC3=C2C#N)cc1OC (stereo not given) | 0.6 | 0.931 | 1679 | 3.6 | 0.9 | 9.6 | 13.5 | -6.3 | 1.1 | 3.6 | 1.0
Cc1ccccc1-c1nc(S(=O)(=O)c2ccc(Cl)cc2)c(NCCN2CCOCC2)o1 | -7.4 | / | 1486 | 3.4 | 1 | 6.3 | 0.3 | / | -1.1 | 15.3 | -2.7
O=C1CCCC2=C1C(c1cccs1)Nc1ccc3ncccc3c12 (stereo not given) | 4.2 | / | 1653 | -0.1 | 0.9 | 5.8 | 5.7 | / | -7.8 | 5.8 | 9.5
Cc1nc(S(=O)(=O)N(C)c2ccccc2)c(C#N)c(C)c1Cl | -4.3 | -0.73 | 1414 | 0.6 | 0.9 | 0.0 | 7.6 | -32.4 | 2.9 | 72.0* | -0.4
CC(C)(C)c1ccc(OCCC(=O)NC2=NCCS2)cc1 | 0.2 | -1.29 | 1535 | -6.5 | 0.9 | -2.0 | 13.0 | / | -1.4 | 0.1 | 15.7
Cc1ccccc1NC(=O)CNc1ccc(Cl)c(C(F)(F)F)c1 | -3.2 | / | 1426 | -5.8 | 0.9 | -13.9 | 9.5 | -8.6 | 0.2 | -1.1 | -6.0
